Assay outcomes from PubChem.
PKA-R1A act: PKA-R1A complex activation; PKA-R1A dissociation, Cy5-IP20 fluorescence polarization; scaled: DMSO 0%, 113 µM cGMP 100%; activation, % at 11.4 µM; 0.083% of 340,000 active; AID 504707;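 active = percent activation above the mean of all tested compounds plus 3 SD, cut at about 19% in these data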;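 note: higher means more PKAc released from R1A so a rise in polarization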
PKA-R2B activ: activators of human PKA-R2B complex; PKA-R2B holoenzyme dissociation, Cy5-IP20 fluorescence polarization; R2B truncated from residue 108, S112A mutant; 0% DMSO only, 100% 113 µM cGMP; activation, % at 11.4 µM; 0.079% of 340,000 active;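 active = activation above a cutoff set at the mean over all compounds plus 3 SD, cut at about 18% in these data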;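 note: higher means more holoenzyme dissociation and a rise in polarization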
MOR-DOR inv ag: mu-delta opioid heterodimer inverse agonism; inhibition, % at 9.3 µM; 0.21% of 340,000 active; cell-based MOR-DOR heterodimer luminescence; in the data active = inhibition above about 22%, passing the limit was not always enough;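 note: 0% = cells with DMSO and 100% = wells without cells with DMSO; values of inactives mirror those of a sister screen read the other way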
DAGLB inhibitor: diacylglycerol lipase beta (human) inhibition | Q8NCG7 | HEK293T DAGLB membrane lysate, EnzChek fluorogenic substrate | inhibition, % at 5.17 µM | 0.059% of 340,000 active | AID 504411; in the data active = inhibition above about 34%;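 note: 0% = enzyme with vehicle and 100% = wells lacking enzyme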
Target sequence (Q8NCG7 whole entry, looked up): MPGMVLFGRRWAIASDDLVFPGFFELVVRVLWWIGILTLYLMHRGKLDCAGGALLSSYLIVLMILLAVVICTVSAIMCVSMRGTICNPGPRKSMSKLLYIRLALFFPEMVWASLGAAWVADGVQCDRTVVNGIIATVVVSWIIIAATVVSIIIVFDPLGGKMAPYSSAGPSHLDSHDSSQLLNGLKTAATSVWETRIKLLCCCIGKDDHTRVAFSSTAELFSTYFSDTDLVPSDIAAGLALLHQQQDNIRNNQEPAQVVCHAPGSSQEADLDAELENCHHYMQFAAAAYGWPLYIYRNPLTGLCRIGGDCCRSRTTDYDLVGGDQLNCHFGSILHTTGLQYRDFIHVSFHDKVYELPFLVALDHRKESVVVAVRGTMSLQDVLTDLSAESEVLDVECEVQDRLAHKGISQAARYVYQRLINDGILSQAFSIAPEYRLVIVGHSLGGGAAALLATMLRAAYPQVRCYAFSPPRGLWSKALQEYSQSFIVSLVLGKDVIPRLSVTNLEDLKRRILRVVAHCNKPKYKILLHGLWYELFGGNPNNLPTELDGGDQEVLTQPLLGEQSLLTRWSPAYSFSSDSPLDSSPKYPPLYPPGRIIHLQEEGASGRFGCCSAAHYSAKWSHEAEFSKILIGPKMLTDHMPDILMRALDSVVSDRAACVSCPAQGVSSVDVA
Pemphigus Ab inh: blocks pemphigus antibody binding to human desmoglein-3 | P32926 | DSG3-coupled beads, scFv-anti-DSG3-GFP binding, flow cytometry; active compounds read low | binding (percent of control), % at 10 µM | 0.48% of 310,000 active;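 active = binding more than 3 SD below its plate's average and above zero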;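 note: hits lower antibody fragment binding to DSG3; some compounds called inactive have numbers as strong as hits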
V-ATPase pH: yeast V-ATPase proton transport regulation by pHLuorin | S. cerevisiae, pHLuorin cytosolic pH fluorescence | response, % at 10 µM | 0.37% of 350,000 active; in the data active = response mostly above about 7.3%, no sharp cut-off; inactive = mostly below about 5.4%; note: actives read high; inactives centre near 0; some compounds called inactive have numbers as strong as hits; reference of the scale not given here
OPRM1-OPRD1 ag: OPRM1-OPRD1 heterodimerization agonism | P35372+P41143 | cells, luminescence | activation, % at 9.3 µM | 0.3% of 340,000 active; in the data active = activation above about 18%;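 note: 0% = vehicle-treated cells and 100% = reference agonist; values of inactives mirror those of a sister screen read the other way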
HTR5A inv ag: counter-screen for OPRM1-OPRD1 inverse agonists: human HTR5A inverse agonism. HTR5A cell line, luminescence. AID 504634. inhibition, % at 9.3 µM. 0.083% of 340,000 active; in the data active = inhibition mostly above about 23%, no sharp cut-off; inactive = mostly below about 18%;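 note: 0% = cells with DMSO and 100% = no-cell wells with DMSO; some compounds called inactive have numbers as strong as hits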
Target sequence (P47898 whole entry, looked up): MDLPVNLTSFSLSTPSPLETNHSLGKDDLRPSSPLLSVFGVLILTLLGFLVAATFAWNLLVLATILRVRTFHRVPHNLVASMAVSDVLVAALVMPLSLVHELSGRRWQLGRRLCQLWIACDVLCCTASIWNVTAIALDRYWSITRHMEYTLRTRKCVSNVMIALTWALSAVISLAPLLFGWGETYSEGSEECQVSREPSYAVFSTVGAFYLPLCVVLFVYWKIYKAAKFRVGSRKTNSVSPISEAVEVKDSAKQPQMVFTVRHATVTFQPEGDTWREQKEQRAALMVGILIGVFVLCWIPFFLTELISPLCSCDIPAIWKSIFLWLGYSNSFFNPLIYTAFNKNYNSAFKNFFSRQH
Arr AP2 block: blocks beta-arrestin peptide binding to AP2 adaptin; FITC-arrestin peptide / GST-AP2 beads, flow cytometry; AP2 beta2 appendage carries R879A mutation; inhibition, % at 10 µM; 0.31% of 340,000 active;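 active = inhibition above a set limit, near 3 SD of compounds lacking own fluorescence, cut at about 54% in these data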;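 note: plate controls were DMSO wells for no effect and 5 µM unlabelled arrestin peptide for full effect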
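Material – AP2 appendage R879A on GSH beads · Buffer or medium – PBS with 0.05% Tween 20 and 0.1% BSA · Probe or stimulus – fluorescein-tagged arrestin peptide at 50 nM final · Incubation – compound with beads 12 min RT, then probe 1 h RT · Detection – high-throughput flow cytometry of beads, ex 488, em 535 nm · Evaluation – percent response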
HTR5A ag: counter-screen for OPRM1-OPRD1 agonists: human HTR5A agonism; P47898; activation, % at 9.3 µM; 0.61% of 340,000 active; HTR5A agonist assay, luminescence, cell-based; in the data active = activation mostly above about 9.5%, no sharp cut-off; inactive = mostly below about 7.6%;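 note: 0% = cells with vehicle only and 100% = reference agonist; strong numbers were not always called active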
Active calls of the source: *; · = no result given.

SMILES | PKA-R1A act | PKA-R2B activ | MOR-DOR inv ag | DAGLB inhibitor | Pemphigus Ab inh | V-ATPase pH | OPRM1-OPRD1 ag | HTR5A inv ag | Arr AP2 block | HTR5A ag
O=c1[nH]c2cc(Cl)ccc2c(O)c1-c1cccc(Oc2ccccc2)c1 | -7 | 1 | 10 | 5 | 98 | -2 | -1.9 | 2 | 7 | 0
CN(C)c1nc(N)c([N+](=O)[O-])c(NCc2ccccc2)n1 | -1 | -16 | 5 | -1 | 119 | -1 | -1.0 | -2 | 0 | 4
COCCn1c(SCC(=O)Nc2sccc2C(N)=O)nc2cc(Cl)ccc2c1=O | -7 | -11 | -1 | 4 | · | -2 | 0.3 | 9 | -2 | -4
CCc1sc(C(=O)N2CCN(c3ncccn3)CC2)cc1Br | -4 | -1 | -4 | -6 | 107 | -2 | 1.3 | -3 | -16 | 7
O=C(Nc1ccccn1)C12CC3CC(C1)CC(C(=O)Nc1ccccn1)(C3)C2 | -5 | -6 | 7 | 0 | · | 0 | -1.1 | 8 | 22 | -2
O=C(CNC1=NCCC1)c1ccc(Cl)cc1 | -10 | -12 | -1 | 0 | 135 | 2 | 0.2 | -16 | 29 | 3
CSCC(=O)N1CCCC(CO)(Cc2ccccc2C)C1 (configuration not stated) | 2 | 9 | 16 | 0 | 103 | 1 | -3.0 | 9 | 3 | -3
O=C(c1cccc(Cl)c1)N1CCC2(CC1)NCCc1[nH]cnc12 | 5 | 11 | 5 | 0 | 108 | -2 | -1.0 | -11 | 48 | 3
CC(C)NC(=O)Nc1cccc2c1O[C@H](CN(C)C(=O)NC1CCCCC1)[C@@H](C)CN([C@H](C)CO)C2=O | -7 | -13 | 12 | -1 | 100 | 1 | -2.2 | -17 | -1 | 1
O=C(CN1CCN(C(=O)c2ccco2)CC1)Nc1cccc([N+](=O)[O-])c1 | 0 | -6 | 7 | 1 | 122 | 3 | -1.4 | 14 | 17 | -3
N/C(=N\OC(=O)c1cccnc1)c1ccccc1Cl | 2 | 3 | -33 | -3 | 98 | -1 | 6.5 | -7 | 1 | 2
CN(C)c1ccc(/C=C/C(=O)c2c(O)c3ccccc3oc2=O)cc1 | -1 | -3 | 14 | -2 | 130 | 8 | -2.6 | -16 | -9 | 6
Cc1cc(=O)oc(C)c1C(=O)N1CCN(c2ccc(F)cc2)CC1 | -4 | -8 | 5 | 0 | 96 | 1 | -0.9 | 8 | 0 | 1
CCOc1ccccc1NC(=O)NCCN1CCCCC1 | -4 | -1 | 7 | -1 | 116 | 4 | -1.5 | -1 | 4 | 0
CCN(CC)c1cc(C)c2cc(NC(=O)CNC(C)=O)ccc2n1 | -18 | 0 | 15 | 3 | 82 | 1 | -2.5 | 2 | -2 | 2
O=C(C1CCN(S(=O)(=O)c2cccnc2)CC1)N1CCN(c2cccc(Cl)c2)CC1 | -5 | 5 | 2 | -3 | 102 | 0 | -0.3 | -16 | -5 | 5
Cc1ccsc1C(=O)N1CCC(N2CCC(C(=O)NCC3CCCO3)CC2)CC1 (configuration not stated) | -11 | 0 | 8 | 2 | 103 | 0 | -1.5 | -17 | -36 | 4
CCN(CC)S(=O)(=O)c1ccc(N2CCCC2)c(NC(=O)Cc2ccc(OC)cc2)c1 | 5 | -6 | -1 | 1 | 104 | 1 | 0.1 | -4 | 6 | 1
Cc1ccc(C(=O)Nc2ccc(Br)c(C(F)(F)F)c2)cc1 | 1 | -9 | -53 | -8 | 104 | -2 | 11 | -12 | 27 | 5
CN(Cc1ccccn1)C(=O)c1cc(COc2ccc(F)cc2Cl)on1 | -7 | -9 | · | 1 | 101 | 4 | · | · | · | ·
CCOc1ccc(C(=O)NCc2ccncc2)cc1 | -4 | -10 | 6 | 1 | · | 1 | -1.4 | -13 | 4 | -1
Cc1oc(-c2cccc(Cl)c2)nc1CN1CCCC(C(=O)NCc2ccco2)C1 (configuration not stated) | -10 | 0 | 13 | -4 | 99 | 1 | -2.6 | 17 | 2 | -1
COCCNC(=S)N(CCO)Cc1cc2cc3c(cc2[nH]c1=O)OCO3 | 4 | 2 | 12 | -1 | 108 | 1 | -2.7 | 10 | 3 | -3
CC1CCCC2(C1)NC(=S)N(c1ccccc1)N2 (configuration not stated) | -1 | -4 | 27 | -1 | 98 | -2 | -4.7 | 0 | -6 | -2
Cc1ccc(C(=O)N2CC(=O)Nc3ccc(F)cc3C2c2ccccc2)cc1 (configuration not stated) | -3 | 12 | 11 | 0 | 104 | 7 | -2.5 | 3 | 7 | -1
O=C(NC1CCCC1)c1cnn2c(C(F)(F)F)cc(-c3ccco3)nc12 | 3 | 0 | 6 | -2 | 101 | 0 | -1.2 | -30 | -5 | 0
Fc1ccc(-c2csc(NC3=NCCC3)n2)cc1 | 0 | -7 | 11 | 1 | 100 | -3 | -2.2 | -11 | -9 | -3
Cc1cc(Nc2ccc(N(C)C)cc2)n2ncnc2n1 | 0 | -8 | 6 | -3 | 101 | 0 | -1.2 | -6 | 26 | 2
CCOC(=O)c1ccc(S(=O)(=O)NNC(=O)COc2ccccc2C)cc1 | 4 | -2 | -6 | 0 | 101 | -3 | 1.2 | -17 | -4 | -2
CN1CCN(c2nc3cc(N4CCOCC4)ccc3s2)CC1 | -3 | -4 | · | -2 | 106 | 0 | · | · | · | ·
COc1ccc(CNC(=O)C(OC(=O)c2ccco2)c2ccc(F)cc2)cc1 (configuration not stated) | 6 | 5 | -6 | 1 | 98 | -1 | 0.8 | -10 | 3 | 3
Cc1nn(CC(=O)N2CCN(C(=O)c3ccco3)CC2)c(C)c1[N+](=O)[O-] | -12 | -9 | 7 | -1 | 86 | 1 | -1.3 | -3 | 10 | 1
Cc1ccc(NC(=O)c2ccc(NCCc3ccccc3)c([N+](=O)[O-])c2)cc1F | -3 | -1 | 3 | -2 | 100 | 3 | -0.5 | -13 | 2 | 4
CCOC(=O)C1CCCN(C(=O)c2cncc(Br)c2)C1 (configuration not stated) | 5 | -3 | 11 | -1 | 102 | -4 | -2.0 | 2 | -7 | -1
CCN1CCN(C(c2cccs2)C(C)NC(=O)c2cccc(OC)c2)CC1 (configuration not stated) | 3 | 7 | 11 | 3 | 85 | 1 | -1.8 | 26 | -3 | -4
COc1cc(C(=O)N(Cc2ccccn2)CC2CCCO2)cc(OC)c1OC (configuration not stated) | 8 | 0 | 0 | 1 | 108 | 10 | 0.1 | -4 | 23 | -1
CCOc1ccc2c(c1)c(=O)c(S(=O)(=O)c1ccc(CC)cc1)cn2C | -9 | -2 | 14 | 1 | 96 | 0 | -2.7 | -6 | -16 | 2
COc1ccc(-c2noc(C3CCCN(C(=O)c4cccs4)C3)n2)cc1 (configuration not stated) | -3 | 8 | 5 | -6 | 99 | -1 | -0.8 | 8 | 0 | 0
Cc1ccc(-n2c(SCC(=O)NCCN3C(=O)CSC3=O)nnc2-c2ccccc2)cc1 | -5 | -7 | -4 | -1 | · | 3 | 0.8 | 15 | 2 | -1
O=C(NC1CC1)c1cc(F)c(F)cc1Cl | -9 | 6 | 0 | 0 | 99 | -3 | 0.0 | 4 | 7 | 4

Some of the entries above, set out differently:
CCOC(=O)c1ccc(S(=O)(=O)NNC(=O)COc2ccccc2C)cc1
  PKA-R1A act: 4 | PKA-R2B activ: -2 | MOR-DOR inv ag: -6 | DAGLB inhibitor: 0 | Pemphigus Ab inh: 101 | V-ATPase pH: -3 | OPRM1-OPRD1 ag: 1.2 | HTR5A inv ag: -17 | Arr AP2 block: -4 | HTR5A ag: -2

CN1CCN(c2nc3cc(N4CCOCC4)ccc3s2)CC1
  PKA-R1A act: -3 | PKA-R2B activ: -4 | MOR-DOR inv ag: · | DAGLB inhibitor: -2 | Pemphigus Ab inh: 106 | V-ATPase pH: 0 | OPRM1-OPRD1 ag: · | HTR5A inv ag: · | Arr AP2 block: · | HTR5A ag: ·

COc1ccc(CNC(=O)C(OC(=O)c2ccco2)c2ccc(F)cc2)cc1 (configuration not stated)
  PKA-R1A act: 6 | PKA-R2B activ: 5 | MOR-DOR inv ag: -6 | DAGLB inhibitor: 1 | Pemphigus Ab inh: 98 | V-ATPase pH: -1 | OPRM1-OPRD1 ag: 0.8 | HTR5A inv ag: -10 | Arr AP2 block: 3 | HTR5A ag: 3

Cc1nn(CC(=O)N2CCN(C(=O)c3ccco3)CC2)c(C)c1[N+](=O)[O-]
  PKA-R1A act: -12 | PKA-R2B activ: -9 | MOR-DOR inv ag: 7 | DAGLB inhibitor: -1 | Pemphigus Ab inh: 86 | V-ATPase pH: 1 | OPRM1-OPRD1 ag: -1.3 | HTR5A inv ag: -3 | Arr AP2 block: 10 | HTR5A ag: 1

The list goes on:
SMILES | PKA-R1A act | PKA-R2B activ | MOR-DOR inv ag | DAGLB inhibitor | Pemphigus Ab inh | V-ATPase pH | OPRM1-OPRD1 ag | HTR5A inv ag | Arr AP2 block | HTR5A ag
Cc1ccc(NC(=O)/C(=C\c2cccs2)NC(=O)c2ccccc2)cc1 | -1 | -13 | 4 | 0 | 97 | 6 | -0.6 | -8 | -3 | -6
CSc1cccc(NC(=O)C2CCCN(c3ncnc4c3nc3n4CCCCC3)C2)c1 (configuration not stated) | -4 | -5 | 0 | -5 | 102 | 0 | 0.0 | -4 | -1 | 8
COc1ccccc1C(=O)NCCC(=O)N1CC=C(c2ccccc2)CC1 | 12 | 6 | -9 | -1 | 108 | 3 | 1.4 | 1 | 48 | 0
COc1ccccc1CN1CCN(Cc2nc(-c3ccc(C)cc3)oc2C)CC1 | -5 | -8 | -23 | -3 | 102 | 0 | 4.4 | -8 | 52 | 3
CCN=C1SCC(=O)N1c1ccc(OC)cc1 | -1 | -8 | 14 | 0 | 98 | 1 | -2.7 | -9 | 2 | -6
C[C@@H]1CC2[C@@H]3CC[C@H]4CC(=O)CC[C@]4(C)C3=CC[C@]2(C)[C@@]1(O)C(=O)CO (some centres not stated) | -8 | -4 | 6 | -1 | 93 | 0 | -1.2 | -5 | 0 | 1

In a second layout: three of the compounds above
> CCOC(=O)C1CCCN(C(=O)c2cncc(Br)c2)C1 (configuration not stated)
- PKA-R1A act = 5
- PKA-R2B activ = -3
- MOR-DOR inv ag = 11
- DAGLB inhibitor = -1
- Pemphigus Ab inh = 102
- V-ATPase pH = -4
- OPRM1-OPRD1 ag = -2.0
- HTR5A inv ag = 2
- Arr AP2 block = -7
- HTR5A ag = -1
> CCN1CCN(C(c2cccs2)C(C)NC(=O)c2cccc(OC)c2)CC1 (configuration not stated)
- PKA-R1A act = 3
- PKA-R2B activ = 7
- MOR-DOR inv ag = 11
- DAGLB inhibitor = 3
- Pemphigus Ab inh = 85
- V-ATPase pH = 1
- OPRM1-OPRD1 ag = -1.8
- HTR5A inv ag = 26
- Arr AP2 block = -3
- HTR5A ag = -4
> COc1cc(C(=O)N(Cc2ccccn2)CC2CCCO2)cc(OC)c1OC (configuration not stated)
- PKA-R1A act = 8
- PKA-R2B activ = 0
- MOR-DOR inv ag = 0
- DAGLB inhibitor = 1
- Pemphigus Ab inh = 108
- V-ATPase pH = 10
- OPRM1-OPRD1 ag = 0.1
- HTR5A inv ag = -4
- Arr AP2 block = 23
- HTR5A ag = -1

This is a random part of the collection; overall some 2.4% were active at least once.
